Bioassay records: PubChem, several laboratories
E coli WT exp: growth inhibitors of E. coli BW25113 wild type; OD600 absorbance; growth inhibition, % at 100 µM; hit rate 0.15% among 98,000; AID 710;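 active means growth inhibition above about 50% at one test dose, limit read from the data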;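 further: growth measured after 20 h incubation at 37 °C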
CYP2C19 inh: blocks human cytochrome P450 2C19; P33261; CYP2C19 Supersomes, luciferin-H EGE luminescence, 30 min; inhibition, % at 5 µM; hit rate 21% among 96,000; AID 778;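 active means CYP2C19 inhibition above a set limit at 5 µM in the primary screen, cut at about 50% in these data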;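 further: plate controls were negative control wells for no effect and 2.5 mM tranylcypromine positive control for full effect; values of inactives mirror those of a sister screen read the other way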
Pyk2 oligo antag: antagonists of human Pyk2 oligomerization | Q14289 | hit rate 0.83% among 99,000 | Q293 cells, Pyk2 FERM NanoBiT luminescence; stronger effect = lower value | z-score (the deposit names both 25 µM and 10 µM);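 active means Z-score of -3 or lower, scaled per plate to the spread of control and sample wells; inactive means z-score above -3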;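 further: negative z-score means lost luminescence so less FERM oligomerization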
EphB4 ephrin blk: antagonists of human EphB4-ephrin-B2 interaction | P54760 | EphB4 LBD / TNYL-RAW-Alexa532 peptide, fluorescence polarization | inhibition, % at 7 µM | hit rate 0.15% among 97,000 | AID 720;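 active means inhibition above the screen-wide mean inhibition plus 3 SD, cut at about 15% in these data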;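 further: 0% = DMSO wells and 100% = excess unlabeled TNYL-RAW peptide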
Target sequence (P54760 whole entry, looked up, the tested form may be a part): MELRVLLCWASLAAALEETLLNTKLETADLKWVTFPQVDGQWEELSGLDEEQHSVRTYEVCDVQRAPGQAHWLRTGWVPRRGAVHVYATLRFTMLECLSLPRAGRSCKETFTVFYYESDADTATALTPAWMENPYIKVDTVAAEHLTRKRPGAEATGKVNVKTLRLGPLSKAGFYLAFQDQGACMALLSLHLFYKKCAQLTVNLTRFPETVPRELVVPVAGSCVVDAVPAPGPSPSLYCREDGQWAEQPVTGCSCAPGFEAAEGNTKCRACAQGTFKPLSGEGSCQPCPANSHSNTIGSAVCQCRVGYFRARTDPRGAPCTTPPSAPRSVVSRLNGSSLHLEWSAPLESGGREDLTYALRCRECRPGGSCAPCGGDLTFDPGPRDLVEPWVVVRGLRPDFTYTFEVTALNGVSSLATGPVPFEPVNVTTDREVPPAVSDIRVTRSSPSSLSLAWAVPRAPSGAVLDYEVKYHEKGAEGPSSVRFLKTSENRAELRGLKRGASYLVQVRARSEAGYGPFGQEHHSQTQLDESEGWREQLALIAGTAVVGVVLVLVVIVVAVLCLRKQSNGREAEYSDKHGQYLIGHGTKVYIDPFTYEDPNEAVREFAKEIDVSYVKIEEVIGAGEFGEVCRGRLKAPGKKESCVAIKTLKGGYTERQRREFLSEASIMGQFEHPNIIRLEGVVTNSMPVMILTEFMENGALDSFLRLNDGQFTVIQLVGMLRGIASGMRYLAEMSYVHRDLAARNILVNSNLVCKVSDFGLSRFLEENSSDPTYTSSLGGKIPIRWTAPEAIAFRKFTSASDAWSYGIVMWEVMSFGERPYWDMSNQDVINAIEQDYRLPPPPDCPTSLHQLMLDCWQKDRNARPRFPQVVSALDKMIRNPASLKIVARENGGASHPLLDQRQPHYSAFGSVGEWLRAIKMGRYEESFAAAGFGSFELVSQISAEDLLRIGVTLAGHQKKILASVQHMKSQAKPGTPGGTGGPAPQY
PostGolgi yeast: growth inhibition of a yeast mutant, post-Golgi transport screen. inhibition, % at 10 µM. post-Golgi transport phenotypic cell assay. hit rate 0.9% among 98,000; in the data active means inhibition above about 30%;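 further: yeast cells grown in 1536-well plates; yeast grown about 18 h at 30C before absorbance read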
CYP2C19 activ: increases human CYP2C19 enzyme activity; P33261; recombinant CYP2C19, luciferin-H EGE luminescence; stronger effect = higher value; 0 = fully inhibited enzyme, 1 = untreated enzyme; activation factor at 5 µM; 96,000 tested, under 10 active;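 active means activation factor of at least 2 at 5 µM in the primary screen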;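 further: 0 = wells with 2.5 mM tranylcypromine and 1 = vehicle-only wells; values of inactives mirror those of a sister screen read the other way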
CYP2C9 activ: activators of human CYP2C9. hit rate 1.4% among 96,000. recombinant CYP2C9, luciferin-H conversion, luminescence; stronger effect = higher value; factor 1 = untreated enzyme, 0 = blocked. activation factor at 5 µM;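 active means activation factor of 2 or more for CYP2C9 at a 5 µM dose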;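 further: 0 = sulfaphenazole-blocked wells and 1 = vehicle-only wells; values of inactives mirror those of a sister screen read the other way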
CYP2C9 inhib: blocks human cytochrome P450 2C9 | hit rate 20% among 96,000 | AID 777 | CYP2C9 Supersomes, luciferin-H conversion, luminescence | inhibition, % at 5 µM;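 active means blocking of liver enzyme CYP2C9 beyond about 50% at 5 µM, limit read from the data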; further: values of inactives mirror those of a sister screen read the other way
PLAP act: activators of human placental alkaline phosphatase; hit rate 1.2% among 96,000; activation fold at 20 µM; P05187; purified PLAP enzyme, luminescent substrate read-out; stronger effect = higher value; AID 696; in the data active means activation fold above about 2
Starred values were filed as active, the others as inactive.

`COc1ccc(CCNC(=O)COc2ccc(-c3ccc(C)cc3)cc2)cc1OC` gave E coli WT exp -8.0, CYP2C19 inh 3.1, Pyk2 oligo antag -0.46, EphB4 ephrin blk 7.8, PostGolgi yeast 1.6, CYP2C19 activ 1, CYP2C9 activ 0.3, CYP2C9 inhib 74.5* and PLAP act 0.9.
Screening Cc1cc(C)n(-c2nc(C)nc3c2cnn3-c2ccccc2)n1 returned E coli WT exp -4.0, CYP2C19 inh -14.5, Pyk2 oligo antag 0.54, EphB4 ephrin blk -0.9, PostGolgi yeast 9.4, CYP2C19 activ 1.1, CYP2C9 activ 1.1, CYP2C9 inhib -13.9 and PLAP act 1.1.
Screening COc1cccc(-c2nnn(CC(=O)NC3CCCC3)n2)c1OC returned E coli WT exp 3.0, CYP2C19 inh 39.2, Pyk2 oligo antag 1.16, EphB4 ephrin blk 0.8, PostGolgi yeast -3.1, CYP2C19 activ 0.6, CYP2C9 activ 1.1, CYP2C9 inhib -5.2 and PLAP act 0.8.
Screening O=C(COC(=O)Cc1ccc2c(c1)OCCO2)Nc1ccc(S(=O)(=O)N2CCCC2)cc1 returned E coli WT exp 1.0, CYP2C19 inh -17.3, Pyk2 oligo antag 0.38, EphB4 ephrin blk -4.7, PostGolgi yeast 2.0, CYP2C19 activ 1.2, CYP2C9 activ 0.8, CYP2C9 inhib 24.7 and PLAP act 0.8.
Cn1c(SCC(=O)OC2CCCCC2)nnc1-c1ccc2c(c1)OCO2 was read as E coli WT exp 1.0, CYP2C19 inh 6.3, Pyk2 oligo antag -0.42, EphB4 ephrin blk -6.5, PostGolgi yeast -2.8, CYP2C19 activ 0.9, CYP2C9 activ 1.1, CYP2C9 inhib -8.6 and PLAP act 0.8.
For N#CCCn1cc(C(CC(=O)c2ccc(Br)cc2)C(=O)O)c2ccccc21 (stereo not drawn) the results were E coli WT exp 5.0, CYP2C19 inh 29.2, EphB4 ephrin blk 6.2, PostGolgi yeast 1.0, CYP2C19 activ 0.7, CYP2C9 activ 0.4, CYP2C9 inhib 57.5* and PLAP act 1.4.
CCCS(=O)(=O)N1CCCC(C(=O)NCCN(CC)c2ccccc2)C1 (stereo not drawn) was read as E coli WT exp 2.0, CYP2C19 inh 8.6, Pyk2 oligo antag 1.02, EphB4 ephrin blk -1.8, PostGolgi yeast 6.5, CYP2C19 activ 0.9, CYP2C9 activ 1.4, CYP2C9 inhib -43.1 and PLAP act 1.
Screening CCOc1ccccc1NC1=C(Cl)C(=O)N(Cc2ccccc2)C1=O returned E coli WT exp -7.0, CYP2C19 inh 52.3*, Pyk2 oligo antag -2.7, EphB4 ephrin blk 3.3, PostGolgi yeast 11.5, CYP2C19 activ 0.5, CYP2C9 activ 0.3, CYP2C9 inhib 70.4* and PLAP act 0.4.
Screening CCOC(=O)N1CCN(S(=O)(=O)c2ccc3c(c2)CCN3C(=O)C2CC2)CC1 returned E coli WT exp 0.0, CYP2C19 inh 17.9, Pyk2 oligo antag 0.07, EphB4 ephrin blk 5.2, PostGolgi yeast 1.2, CYP2C19 activ 0.8, CYP2C9 activ 1, CYP2C9 inhib -1.7 and PLAP act 1.4.
For COCC(C)n1c(C)cc(C(=O)COC(=O)c2ccc3ncsc3c2)c1C (stereo not drawn) the results were E coli WT exp 3.0, CYP2C19 inh 78.4*, Pyk2 oligo antag 0.5, EphB4 ephrin blk 5.9, PostGolgi yeast 1.5, CYP2C19 activ 0.2, CYP2C9 activ 1.8, CYP2C9 inhib -79.2 and PLAP act 1.6.
`Cc1cc(C)n(-c2nnc3n2N=C(c2ccccc2)CS3)n1` gave E coli WT exp -7.0, CYP2C19 inh 51.0*, Pyk2 oligo antag -0.15, EphB4 ephrin blk -4.3, PostGolgi yeast -7.6, CYP2C19 activ 0.5, CYP2C9 activ 0.8, CYP2C9 inhib 23.3 and PLAP act 1.3.
Screening COc1ccccc1CNC(=O)CCc1nc2ccccc2c(=O)[nH]1 returned E coli WT exp 5.0, CYP2C19 inh 39.6, Pyk2 oligo antag 0.89, EphB4 ephrin blk -1.5, PostGolgi yeast -1.6, CYP2C19 activ 0.6, CYP2C9 activ 0.9, CYP2C9 inhib 12.6 and PLAP act 0.8.
For COc1ccccc1NC(=O)CC(=O)CSc1nnc(-c2ccc(C)cc2)n1C the results were E coli WT exp 2.0, CYP2C19 inh 7.9, Pyk2 oligo antag 0.2, EphB4 ephrin blk -4.9, PostGolgi yeast 1.8, CYP2C19 activ 0.9, CYP2C9 activ 0.9, CYP2C9 inhib 7.2 and PLAP act 1.3.
For Cc1ccc(C(=O)C2=C(O)C(=O)N(CCCn3ccnc3)C2c2ccc(OC(C)C)cc2)o1 (stereo not drawn) the results were E coli WT exp 3.0, CYP2C19 inh 20.2, Pyk2 oligo antag -0.47, EphB4 ephrin blk 4.2, PostGolgi yeast 7.8, CYP2C19 activ 0.8, CYP2C9 activ 0.4, CYP2C9 inhib 56.8* and PLAP act 1.4.
For Cc1nc2sc(-c3ccccc3)cc2c(=O)[nH]1 the results were E coli WT exp -4.0, CYP2C19 inh 19.0, Pyk2 oligo antag 0.78, EphB4 ephrin blk 1.4, PostGolgi yeast 0.3, CYP2C19 activ 0.8, CYP2C9 activ 0.8, CYP2C9 inhib 19.4 and PLAP act 0.9.
CCCn1nnnc1-c1cccc(Cl)c1 was read as E coli WT exp 9.0, CYP2C19 inh 38.7, Pyk2 oligo antag -0.23, EphB4 ephrin blk -2.7, PostGolgi yeast 10.2, CYP2C19 activ 0.6, CYP2C9 activ 0.9, CYP2C9 inhib 10.4 and PLAP act 0.9.
For COc1cc(C2C(C(=O)N3CCOCC3)=C(C)NC3=C2C(=O)CCC3)ccc1OC(C)=O (stereo not drawn) the results were E coli WT exp 1.0, CYP2C19 inh -0.6, Pyk2 oligo antag -0.69, EphB4 ephrin blk -0.3, PostGolgi yeast -10.2, CYP2C19 activ 1, CYP2C9 activ 1, CYP2C9 inhib -1.8 and PLAP act 0.9.
`COc1ccc2c(c1)-c1c(sn(-c3ccc(OC)c(OC)c3)c1=S)C(C)(C)N2` gave E coli WT exp -35.0, CYP2C19 inh 25.1, Pyk2 oligo antag -1.42, EphB4 ephrin blk -2.7, PostGolgi yeast -6.6, CYP2C19 activ 0.7, CYP2C9 activ 0.4, CYP2C9 inhib 59.4* and PLAP act 1.
Screening COc1ccc2c(c1OC)CN(C)CCc1cc3c(cc1C(O)C2)OCO3 (stereo not drawn) returned E coli WT exp 7.0, CYP2C19 inh 79.5*, Pyk2 oligo antag 0.1, EphB4 ephrin blk -4.4, PostGolgi yeast 4.8, CYP2C19 activ 0.2, CYP2C9 activ 1.2, CYP2C9 inhib -22.7 and PLAP act 1.1.
Screening Cc1cccc(NC(=S)NNC(=O)c2ccc(Br)o2)c1 returned E coli WT exp -1.0, CYP2C19 inh 22.9, Pyk2 oligo antag 0.74, EphB4 ephrin blk -0.5, PostGolgi yeast 3.8, CYP2C19 activ 0.8, CYP2C9 activ 0.4, CYP2C9 inhib 56.3* and PLAP act 1.6.
For Clc1ccc(Cc2ccc(Cl)nn2)c(Cl)c1 the results were E coli WT exp -3.0, CYP2C19 inh 73.0*, Pyk2 oligo antag 0.32, EphB4 ephrin blk -10.7, PostGolgi yeast 8.7, CYP2C19 activ 0.3, CYP2C9 activ 0.8, CYP2C9 inhib 21.3 and PLAP act 1.
Screening COc1cc(C)nc(N2CCC(C(=O)NC3CCCCC3)CC2)n1 returned E coli WT exp -5.0, CYP2C19 inh 45.8, Pyk2 oligo antag 0.12, EphB4 ephrin blk 3.3, PostGolgi yeast -4.2, CYP2C19 activ 0.5, CYP2C9 activ 0.7, CYP2C9 inhib 27.9 and PLAP act 1.1.
`COc1ccc2cc(C)c(SCC(=O)Nc3cc(C)on3)nc2c1` gave E coli WT exp 4.0, CYP2C19 inh 0.3, Pyk2 oligo antag 0.68, EphB4 ephrin blk 0.2, PostGolgi yeast 17.0, CYP2C19 activ 1, CYP2C9 activ 0.9, CYP2C9 inhib 9.4 and PLAP act 0.8.
COC(=O)C(NC(=O)CCc1c(C)nc2ncnn2c1C)C(C)C (stereo not drawn) was read as E coli WT exp -5.0, CYP2C19 inh -10.4, Pyk2 oligo antag 0.79, EphB4 ephrin blk 2.9, PostGolgi yeast 2.3, CYP2C19 activ 1.1, CYP2C9 activ 1.1, CYP2C9 inhib -10.3 and PLAP act 0.9.
Cn1cccc1Cc1nnc(SCC(=O)Nc2cccc(Cl)c2)n1-c1ccc(F)cc1 was read as E coli WT exp -1.0, CYP2C19 inh -3.9, PostGolgi yeast 0.3, CYP2C19 activ 1, CYP2C9 activ 0.7, CYP2C9 inhib 30.3 and PLAP act 1.7.
Screening Cc1ccc2c(c1)nnn2C1CCN(S(=O)(=O)c2cccc(S(=O)(=O)N(C)C)c2)CC1 returned E coli WT exp -10.0, CYP2C19 inh 86.1*, Pyk2 oligo antag -0.83, EphB4 ephrin blk 1.4, PostGolgi yeast 7.8, CYP2C19 activ 0.1, CYP2C9 activ 0.5, CYP2C9 inhib 45.5 and PLAP act 1.7.
`CC(C)(C)n1nnnc1C(c1cccc(C#N)c1)N1CCCCCC1` (stereo not drawn) gave E coli WT exp -1.0, CYP2C19 inh 38.4, Pyk2 oligo antag -1.02, EphB4 ephrin blk 2.1, PostGolgi yeast 9.8, CYP2C19 activ 0.6, CYP2C9 activ 0.6, CYP2C9 inhib 35.8 and PLAP act 1.1.
`Nc1nc2nc(-c3ccc(Cl)cc3)cc(C(F)(F)F)n2n1` gave E coli WT exp -15.0, CYP2C19 inh 4.7, Pyk2 oligo antag -1.97, EphB4 ephrin blk 1.7, PostGolgi yeast -5.7, CYP2C19 activ 1, CYP2C9 activ 0.9, CYP2C9 inhib 12.5 and PLAP act 0.8.
Screening Cn1c(=O)c2c(nc(SCC(=O)N3CCc4ccccc43)n2Cc2ccccc2)n(C)c1=O returned CYP2C19 inh 3.8, CYP2C19 activ 1, CYP2C9 activ 1, CYP2C9 inhib 1.5 and PLAP act 0.9.
Screening COC(=O)C1=C(N)Oc2cc(C)[nH]c(=O)c2C1c1cccnc1 (stereo not drawn) returned E coli WT exp -2.0, CYP2C19 inh 15.9, Pyk2 oligo antag -0.76, EphB4 ephrin blk -5.7, PostGolgi yeast -9.0, CYP2C19 activ 0.8, CYP2C9 activ 0.9, CYP2C9 inhib 12.3 and PLAP act 1.1.
Screening COc1ccc(C(=O)CCC(=O)N2CCN(c3ccc(N4CCOCC4)nn3)CC2)cc1 returned E coli WT exp 2.0, CYP2C19 inh 7.0, EphB4 ephrin blk -0.5, PostGolgi yeast -2.4, CYP2C19 activ 0.9, CYP2C9 activ 0.8, CYP2C9 inhib 15.4 and PLAP act 1.5.
Screening Clc1ccc(-n2cnnn2)cc1 returned E coli WT exp 9.0, CYP2C19 inh 0.7, Pyk2 oligo antag 1.38, EphB4 ephrin blk 1.9, PostGolgi yeast 2.4, CYP2C19 activ 1, CYP2C9 activ 1.4, CYP2C9 inhib -41.2 and PLAP act 0.8.
CC1=C(C(=O)OC(C)C)C(c2cccnc2)n2ncnc2N1 (stereo not drawn) was read as E coli WT exp -1.0, CYP2C19 inh -3.7, EphB4 ephrin blk -9.8, PostGolgi yeast -3.1, CYP2C19 activ 1, CYP2C9 activ 0.9, CYP2C9 inhib 9.6 and PLAP act 1.
For O=C(NCc1ccccc1)N[C@@H](Cc1c[nH]c2ccccc12)C(=O)O the results were E coli WT exp -1.0, CYP2C19 inh 25.2, Pyk2 oligo antag 1.05, EphB4 ephrin blk 6.0, PostGolgi yeast -1.1, CYP2C19 activ 0.7, CYP2C9 activ 0.8, CYP2C9 inhib 16.8 and PLAP act 0.9.
